Dyrk1A ADPGlo – inhibitors of rat Dyrk1A kinase; inhibition, % at 12.5 µM; hit rate 0.43% among 310,000; AID 504441; ADP-Glo luminescence, NFATc1 peptide; in the data active means inhibition above about 50%;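 further: plate controls were vehicle with enzyme for no effect and no enzyme for full effect; many of its hits are not listed in these tables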
HSF1 inhib – HSF1 inhibition. NIH3T3-HGL HSE-luciferase, MG132-induced, luminescence 8 h; active compounds read low. activity change, negative = inhibition, % at 7.5 µM (by protocol). hit rate 0.77% among 300,000. AID 2098;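 active means more than half of replicate wells show activity change below -50%, luminescence cut by over half; inconclusive means some wells, but at most half, below -50%; inactive means no replicate well below -50%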;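 further: luciferase reports HSF-1 transcriptional activity via heat shock element; 0% = median of DMSO wells and -100% = zero luminescence signal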
KLF5 inhibitor – inhibitors of KLF5 expression; inhibition, % at 5 µM; hit rate 0.23% among 290,000; DLD-1 KLF5 promoter-luciferase reporter, luminescence;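 active means inhibition above a per-plate limit of that plate's mean compound inhibition plus 3 SD, cut at about 60% in these data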;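 further: 0% = DMSO wells and 100% = LY294002 at 200 µM; higher means less KLF5 promoter-driven luciferase light; inactives centre near -14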
GSK3A inh – blocks human GSK-3 alpha kinase; P49840; ADP-Glo luminescence, 60 min; inhibition, % at 10 µM; hit rate 0.1% among 320,000;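 in the data active means inhibition above about 50%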;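 further: GST-tagged GSK-3 alpha with peptide substrate and 25 µM ATP; 0% = DMSO neutral wells and 100% = GW8510 positive control wells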
Target sequence (P49840 whole entry, looked up): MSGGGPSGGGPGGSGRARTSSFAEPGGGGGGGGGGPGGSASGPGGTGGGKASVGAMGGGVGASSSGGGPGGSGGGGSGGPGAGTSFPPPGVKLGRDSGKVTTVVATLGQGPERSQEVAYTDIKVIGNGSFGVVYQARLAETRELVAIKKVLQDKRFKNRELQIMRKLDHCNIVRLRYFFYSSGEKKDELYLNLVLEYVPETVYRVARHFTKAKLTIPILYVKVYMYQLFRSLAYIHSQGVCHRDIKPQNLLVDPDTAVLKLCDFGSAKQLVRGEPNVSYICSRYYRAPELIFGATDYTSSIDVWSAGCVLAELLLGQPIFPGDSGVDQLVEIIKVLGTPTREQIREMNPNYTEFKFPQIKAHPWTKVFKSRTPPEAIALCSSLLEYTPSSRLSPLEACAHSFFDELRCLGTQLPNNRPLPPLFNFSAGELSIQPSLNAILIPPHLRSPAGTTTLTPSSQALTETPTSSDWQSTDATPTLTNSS
Platelet DG rel – modulates dense granule release in human platelets; hit rate 0.22% among 300,000; human platelet-rich plasma, SFLLRN dense granule ATP release, luminescence; AID 1663; inhibition, %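 (compounds screened at 7.5 µM in platelet-rich plasma)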;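 active means mean replicate score, as percent of positive control, at or above 50; inconclusive means mean below 50 but at least one replicate at or above 50; inactive means mean and every replicate below 50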
aSyn UTR inh – 5' untranslated region of α-synuclein, MLPCN primary screen; alpha-synuclein 5'UTR reporter, inhibitor activity; inhibition, % (tested at 7.5 µM); hit rate 0.82% among 300,000; in the data active means inhibition above about 60%; inconclusive means no clear call, values can overlap the other calls;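 further: H4 neuroglioblastoma cells stably carrying SNCA 5'UTR luciferase fusion; 0% = DMSO wells and 100% = positive control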
HSF-1 act – increases HSF-1 driven luciferase reporter signal; NIH3T3-HGL HSF-1 luciferase reporter, MG132, 8 h; 100% = twice DMSO control signal; activation, % at 9 µM; hit rate 1.7% among 300,000;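 active means mean replicate activation of at least 50% with a set share of replicates each reaching 50%; inconclusive means only one of those two conditions met; inactive means mean below 50% and too few replicates reaching it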;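 further: 0% = median of the neutral control wells and 100% = twice that signal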
GSK3beta inhib – blocks human GSK3beta kinase activity; hit rate 0.038% among 300,000; activity score (negative = inhibition), % at 10 µM; GST-GSK3beta kinase, ADP-Glo luminescence, 60 min; active compounds read low;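 active means more than half of replicate wells score below -50%, meaning over 50% inhibition versus plate controls; inconclusive means some replicates but at most half score below -50%; inactive means no replicate scores below -50%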;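 further: 0% = median DMSO wells and -100% = median GW8510 positive control wells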
Target sequence (P49841 whole entry, looked up): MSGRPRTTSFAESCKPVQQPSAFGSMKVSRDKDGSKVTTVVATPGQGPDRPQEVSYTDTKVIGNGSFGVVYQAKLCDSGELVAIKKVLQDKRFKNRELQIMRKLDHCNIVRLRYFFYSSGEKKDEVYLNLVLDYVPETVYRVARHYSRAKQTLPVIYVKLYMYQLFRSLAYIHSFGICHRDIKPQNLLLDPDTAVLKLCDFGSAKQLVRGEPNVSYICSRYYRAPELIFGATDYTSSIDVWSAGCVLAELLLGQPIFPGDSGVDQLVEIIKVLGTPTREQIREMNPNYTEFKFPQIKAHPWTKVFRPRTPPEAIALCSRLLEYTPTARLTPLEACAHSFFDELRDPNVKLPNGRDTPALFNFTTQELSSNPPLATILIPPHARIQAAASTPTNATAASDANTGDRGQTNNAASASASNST
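Assay system: GST-tagged human GSK3beta kinase, cell-free; Input: 1.6 ng GSK3beta; Medium: Tris/MgCl2 kinase buffer; Timing: 60 min enzyme reaction, room temperature; Signal: ADP-Glo luminescence quantifying ADP generated by kinase; Evaluation: score relative to plate controls; Benchmarks: DMSO neutral wells and GW8510 at 20 µM as positive.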
HSP90 refold inh – blocks HSP90-mediated luciferase refolding in reticulocyte lysate; Rabbit reticulocyte lysate, luciferase refolding luminescence, 3 h; inhibition, % at 5.6 µM; hit rate 0.91% among 290,000;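 active means inhibition above the screen-wide mean plus 3 SD, computed separately per campaign, cut at about 16% in these data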;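 further: 0% = DMSO wells and 100% = 60 µM geldanamycin wells; inhibitors lower the luminescence because luciferase stays unfolded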
IEC-6 tox – kills IEC-6 intestinal cells in KLF5 counter-screen | IEC-6 cytotoxicity, luminescence viability | inhibition, % at 5 µM | hit rate 0.78% among 290,000; in the data active means inhibition above about 22%;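 further: 0% = plate median of test compound wells and 100% = cytotoxic reference compound wells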
* marks the source's active call; other numbers are inactive results; u = inconclusive; x = no result given. A portion of the library; the hit share may differ from the screen's.

Order of results – Dyrk1A ADPGlo	HSF1 inhib	KLF5 inhibitor	GSK3A inh	Platelet DG rel	aSyn UTR inh	HSF-1 act	GSK3beta inhib	HSP90 refold inh	IEC-6 tox
> CCOC(=O)C1=C(C)NC(=O)NC1c1cccc(OC)c1OCc1ccccc1Cl (stereo not drawn)
→ 0.6	3.6	-16.1	-0.1	0.3	7.0	17.5	2.0	-0.7	-5.5
> Cc1cccc2sc(NC(=O)CCn3cccc3)nc12
→ 4.4	-1.7	0.8	1.0	3.2	5.7	-18.4	3.7	-0.7	0.0
> O=C(c1cccc(C(=O)N2CCN(Cc3ccccc3)CC2)c1)N1CCN(Cc2ccccc2)CC1
→ -1.2	2.8	20.5	0.6	-5.5	-12.1	-2.5	-0.4	4.3	5.4
> Cc1ccc(C(=O)COC(=O)c2ccc(Br)o2)cc1C
→ -0.7	-8.8	-14.9	-2.0	-5.2	-60.0	4.0	-1.3	4.4	4.2
> CN1CCN(c2ccc([N+](=O)[O-])c(-n3nc(-c4ccccc4)c4ccccc4c3=O)c2)CC1
→ -2.6	-1.5	-11.5	-0.7	0.9	23.1	13.3	1.3	2.7	7.3
> COC(=O)c1ccc(CN2C(=O)NC3(CCCc4ccccc43)C2=O)o1 (stereo not drawn)
→ 13.6	3.0	-30.6	-0.3	1.1	6.1	10.6	1.7	-0.7	0.7
> CC[C@@]12C(=O)N(c3cccc(Br)c3)C(=O)N1[C@H](c1ccc(Cl)cc1)[C@@H]1C(=O)N(C3CCCCC3)C(=O)[C@@H]12
→ -3.8	3.1	-5.5	-1.5	-5.4	0.1	-11.7	1.1	1.6	-2.5
> O=C(O)C1[C@H]2C(=O)N(C3CCCC3)C[C@]23C=C[C@H]1O3 (stereo partly drawn)
→ 5.1	-2.7	-4.5	1.2	0.7	-5.0	17.7	-0.1	-0.8	-3.4
> Cc1ccccc1OCC(=O)Nc1sc2c(c1C#N)CCC2
→ -0.7	12.7	-13.1	2.4	-2.3	-67.9	49.8	0.2	4.3	6.5
> Cc1ccccc1OCC(=O)NC(=S)Nc1ccc(S(=O)(=O)NC2CCCCC2)cc1
→ -2.9	-1.5	-11.9	-4.6	-11.8	-10.9	-9.0	0.3	-0.9	-3.4
> Cc1ccccc1C(=O)OC1OC(=O)C(Cl)=C1Nc1ccc(C(=O)O)cc1 (stereo not drawn)
→ 2.9	3.0	-1.5	-2.0	9.3	5.1	-6.2	-2.2	2.7	2.9
> CCC(=O)N1CCN(c2ccccc2NC(=O)COc2cc(C)ccc2C(C)C)CC1
→ 1.3	15.2	-3.2	-0.5	0.4	-31.1	26.1	1.8	-0.4	0.9
> O=S(=O)(c1ccc(NC(=S)NCc2ccncc2)cc1)N1CCCCC1
→ x	2.7	1.3	-2.6	-6.0	5.8	27.1	-4.6	2.0	4.6
> Cc1cc(NC(=O)c2cc(-c3cccc(OCC(C)C)c3)nc3ccccc23)no1
→ -2.4	-2.7	-43.8	-2.6	0.4	6.1	-5.4	4.2	11.4	3.1
> Cc1c(Cl)cnc(NC(=O)CSc2nnc3ccccn23)c1Cl
→ -6.2	x	-75.4	x	x	x	x	x	0.0	-7.0
> O=C(c1ccc(N2CCN(C(=O)c3ccc(F)cc3F)CC2)cc1)c1cccc(F)c1
→ 3.6	4.9	-35.5	3.6	-18.9	-1.6	28.2	4.1	0.6	5.8
> CCOc1ccc(S(=O)(=O)N2CCC(C(=O)NCCN3CCOCC3)CC2)cc1C
→ 1.5	2.8	-6.5	-2.3	9.5	30.5	12.3	0.4	-2.8	6.0
> COCCN(C(=O)COC(=O)c1cc2c(s1)CCCC2)c1c(N)n(Cc2ccccc2)c(=O)[nH]c1=O
→ -5.9	-2.0	x	0.9	4.7	3.1	6.1	1.0	x	x
> CCOC(=O)C1CCCN(S(=O)(=O)c2cc3c4c(c2)CCC(=O)N4CCC3)C1 (stereo not drawn)
→ -0.9	-1.7	x	-4.8	17.1	5.9	-3.6	2.7	x	x
> Cc1cc(NC(=O)CSc2nc(-c3ccc(F)cc3)cs2)no1
→ -8.2	4.1	-19.7	-1.3	-0.7	-10.1	3.3	0.7	0.3	2.4
> Cn1c(SCC(=O)Nc2ccc(Cl)cc2F)nnc1-c1ccco1
→ 1.6	-2.4	-9.5	1.5	-3.2	-1.3	28.8	1.3	6.0	-1.0
> O=C(NCC1CCCO1)c1ccc(COCC(F)(F)C(F)F)cc1 (stereo not drawn)
→ x	-5.3	-45.0	-3.4	2.6	-10.5	0.7	1.6	-0.7	6.0
> CC1(c2ccc(OC(F)F)cc2)NC(=O)N(CC(=O)c2ccc3c(c2)OCO3)C1=O (stereo not drawn)
→ -0.3	0.9	x	1.2	-2.6	6.9	-14.8	-0.4	x	x
> Cn1c(=O)oc2cc(S(=O)(=O)N3CCN(c4ccc(F)cc4)CC3)ccc21
→ 0.1	0.3	-10.2	1.8	u	-1.9	8.8	3.0	-0.8	1.4
> Cc1ccc(NC(=O)Cn2c(=O)oc3ccccc32)cc1
→ x	-7.1	-12.7	-0.8	-8.4	4.5	-3.7	1.1	-3.0	-9.0
> COc1ccc2oc(=O)c(C(=O)Oc3ccc(NC(C)=O)cc3)cc2c1
→ 31.9	-3.4	1.2	1.1	-2.9	7.8	1.6	-0.8	-2.6	-6.0
> O=S(=O)(NC(=S)c1ccccc1)c1ccc(F)cc1
→ -3.1	-3.3	-18.5	-1.8	-1.5	5.4	-6.1	2.2	-1.9	0.1
> Cc1ccc(C(=O)NNC(=O)CCC(=O)Nc2cc(C)on2)cc1
→ -2.1	3.5	-18.8	0.0	-4.1	-10.4	10.4	1.0	3.2	-6.1
> CCOC(=O)CC1C(=O)NCCN1C(=O)c1ccc(F)cc1F (stereo not drawn)
→ 0.4	-4.0	3.4	-0.1	-9.5	-1.0	-4.5	-16.3	7.8	5.9
> C=CCn1c(O)c(N=NC(=S)Nc2ccccc2F)c2ccccc21
→ -4.2	11.1	-4.3	-0.8	3.7	67.4*	21.1	0.3	0.3	7.5
> COc1ccc(S(=O)(=O)N2CCCCCC2)cc1C(=O)N(C)Cc1ccc(Cl)cc1Cl
→ 10.0	0.3	x	0.4	-7.5	4.1	-3.9	x	x	x
> O=C(CS(=O)(=O)Cc1ccccc1)Nc1ncccn1
→ -12.7	-6.9	1.5	0.6	7.7	15.2	-13.2	-2.5	1.3	2.2
> COc1cccc(/C=C/c2nc3c(cnn3-c3ccccc3)c(=O)[nH]2)c1
→ -1.3	-17.0	-1.8	-0.1	-1.6	-8.6	-23.2	-1.9	1.3	0.8
> Cc1ccc(C(=O)N/C(=C\c2cccs2)C(=O)NCc2cccnc2)cc1
→ -3.7	-8.1	-9.1	-5.6	-1.9	-1.2	1.1	-5.0	-1.4	-3.4
> C[C@@H]1CCC[C@]2(O[C@@H](CCO)C[C@H](O)[C@H]2O)O1
→ 1.6	5.7	x	3.9	-15.1	-3.7	21.0	-2.3	x	x
> CCOc1cc(C=O)ccc1OCCCN1C(=O)NC(C)(C)C1=O
→ 2.0	6.8	-24.8	x	-7.9	3.2	27.7	1.4	-7.9	-0.2
> COc1ccccc1NC(=O)CSc1nnc(CC(=O)Nc2ccccc2C)n1C
→ 3.4	-5.4	-21.4	-1.8	-1.6	-26.3	1.7	0.0	-2.7	-0.5
> Cc1cnc(C(=O)NNC(=O)c2ccc(Br)cc2)cn1
→ 5.7	-3.9	x	0.0	9.5	25.0	-13.1	1.9	x	x
> CSc1ccc(/C=N/NC(=O)c2ccccc2Cl)cc1
→ 4.9	14.6	-65.3	0.7	1.4	-109.2	35.9	1.2	2.2	10.6
> CC1=C(C(=O)OC(C)C)C(C2CC=CCC2)NC(=O)N1 (stereo not drawn)
→ 1.8	23.6	-42.1	-0.6	-10.8	2.7	49.4	-5.1	-0.6	-4.0
> CCCc1[nH]n(-c2nc3ccccc3s2)c(=O)c1C=NCC(C)C
→ -2.2	8.6	-36.4	-3.3	1.1	-9.4	8.5	-2.4	2.1	-5.5
> COc1ccc(-n2cc(-c3ccccc3)c3c(N4CCOCC4)ncnc32)cc1
→ x	-30.7	-3.4	0.2	2.5	36.5	-44.8	-2.4	-2.3	-8.8
> CC1=C(C#N)C(c2cccnc2)C2=C(CC(c3ccc(Cl)cc3)CC2=O)N1 (stereo not drawn)
→ 6.1	1.5	4.8	-5.3	-4.3	11.3	9.0	-0.2	3.9	-1.6
> COc1ccc(S(=O)(=O)Nc2ccccc2C(=O)NCc2ccco2)cc1Br
→ 1.1	2.0	10.5	-5.1	12.5	10.2	16.0	2.0	1.4	2.0
> Cc1cccc(NC(=O)CSc2nnc(-c3cnccn3)n2Cc2ccco2)c1
→ 6.3	-9.4	8.0	-0.7	-0.5	16.2	1.7	2.8	-3.0	2.5
> COc1cccc(CN2CCC(n3nccc3NC(=O)CCCc3ccccc3)CC2)c1
→ -4.7	-5.2	6.2	0.3	5.1	11.0	2.9	-0.5	-2.0	-0.7
> C/C(Cn1cnc([N+](=O)[O-])n1)=N\NC(=O)c1ccccc1O
→ 0.2	-5.1	-11.3	-3.5	-1.6	-13.3	-4.1	0.2	-1.3	-6.7
> CC(C)=CCN1CCN(Cc2nc(C(C)C)cs2)CC1CCO (stereo not drawn)
→ 19.0	-2.5	7.1	-2.0	15.0	-7.3	-5.8	2.5	-4.4	-3.2
> CC1=Nc2ccccc2/C1=C\c1nc(-c2ccc(C(F)(F)F)cc2)oc1O
→ -4.9	5.6	1.0	0.2	3.7	-10.7	18.3	0.8	1.1	8.1
> N#Cc1cc2c(nc1SCc1cccnc1)CCCCC2
→ 6.2	-26.0	-36.7	0.5	8.2	-3.5	-25.9	3.5	4.1	6.1
> CCC1=C2CC[C@H]3C(=O)N(c4ccccc4)C(=O)[C@H]3[C@H]2[C@@]2(C)C(=NCc3ccccc3)OC(=O)N2C1=O
→ 6.3	-5.4	x	4.9	-4.9	-7.9	12.4	-7.2	x	x
> CCOC(=O)c1cnn(-c2cc(Oc3ccccc3)ncn2)c1N
→ 7.3	0.1	-16.4	x	25.0	-101.3	15.2	1.6	-2.0	-5.8
